Source: PubChem BioAssay (several laboratories)
PERK inh: blocks human PERK kinase. Q9NZJ5. CHO PERK-DD fusion, SEAP luminescence translation reporter. inhibition, % at 5.6 µM. actives 0.17% (n = 220,000). AID 1416;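 active = inhibition above the mean inhibition of all tested compounds plus 3 SD, set separately per screening campaign, cut at about 2.9% in these data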;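 also: PERK kinase domain activated by AP20187 dimerizer at 100 nM; 0% = DMSO with dimerizer and 100% = rapamycin at 8.4 µM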
Target sequence (Q9NZJ5 whole entry, looked up, the tested form may be a part): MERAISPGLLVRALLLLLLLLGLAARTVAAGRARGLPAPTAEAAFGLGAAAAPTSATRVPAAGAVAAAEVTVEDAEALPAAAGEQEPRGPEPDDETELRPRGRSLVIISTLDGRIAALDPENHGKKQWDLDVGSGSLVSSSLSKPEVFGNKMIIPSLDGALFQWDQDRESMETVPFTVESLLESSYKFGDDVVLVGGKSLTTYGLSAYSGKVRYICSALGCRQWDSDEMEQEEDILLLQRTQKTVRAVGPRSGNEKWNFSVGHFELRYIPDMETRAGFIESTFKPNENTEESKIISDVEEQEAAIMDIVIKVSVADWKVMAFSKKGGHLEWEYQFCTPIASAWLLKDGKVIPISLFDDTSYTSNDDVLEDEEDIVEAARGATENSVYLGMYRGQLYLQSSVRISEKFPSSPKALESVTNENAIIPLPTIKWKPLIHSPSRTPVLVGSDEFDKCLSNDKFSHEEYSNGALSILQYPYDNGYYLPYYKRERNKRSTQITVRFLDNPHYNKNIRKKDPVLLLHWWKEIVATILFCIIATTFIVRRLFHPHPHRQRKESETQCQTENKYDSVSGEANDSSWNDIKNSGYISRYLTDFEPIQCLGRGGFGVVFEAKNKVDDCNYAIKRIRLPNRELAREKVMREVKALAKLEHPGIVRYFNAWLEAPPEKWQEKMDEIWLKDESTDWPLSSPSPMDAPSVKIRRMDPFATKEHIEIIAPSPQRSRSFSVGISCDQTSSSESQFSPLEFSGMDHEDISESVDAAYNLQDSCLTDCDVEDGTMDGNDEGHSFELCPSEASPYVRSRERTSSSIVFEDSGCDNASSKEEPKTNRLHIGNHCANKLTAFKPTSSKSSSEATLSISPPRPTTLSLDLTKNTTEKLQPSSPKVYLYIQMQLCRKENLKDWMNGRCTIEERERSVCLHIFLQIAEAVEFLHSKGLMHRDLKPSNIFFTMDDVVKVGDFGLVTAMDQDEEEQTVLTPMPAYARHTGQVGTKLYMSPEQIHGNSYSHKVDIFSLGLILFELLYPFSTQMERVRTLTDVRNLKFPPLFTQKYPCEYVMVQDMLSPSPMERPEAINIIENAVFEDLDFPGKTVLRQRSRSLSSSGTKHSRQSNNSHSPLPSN
FXIa inh 1536: inhibitors of human coagulation factor XIa; P03951; purified FXIa, Boc-Glu-Ala-Arg-AMC fluorogenic substrate; inhibition, % at 5 µM; actives 0.14% (n = 220,000); AID 798;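 active = inhibition of at least 40%; inactive = inhibition below 40%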;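 also: fluorescence of freed AMC excited at 355 nm; 0% = enzyme without compound and 100% = no enzyme blank; many of its hits are not listed in these tables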
Calpain2 inh: inhibitors of pig calpain II; AID 1236; actives 0.37% (n = 220,000); purified calpain II, fluorogenic peptide substrate, 30 min; inhibition, % at 16 µM;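 active = inhibition above about 50%, limit read from the data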
KLK5 inh: blocks human kallikrein 5 protease activity; recombinant hK5, fluorogenic AMC substrate cleavage; inhibition, % at 5 µM; actives 0.59% (n = 210,000); AID 873;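 active = inhibition of 40% or more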;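 also: 0% = enzyme controls without compound and 100% = no-enzyme blanks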
KCC2 mod: modulates chloride dependent transport by human KCC2; Q9H2X9; KCC2 cells, thallium flux FluoZin-2 fluorescence; B-score of Tl+ flux slope (higher = more flux/activation; lower = inhibition) at 10 µM; actives 2.2% (n = 190,000);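 active = thallium flux slope and its plate-corrected score both differing from the plate sample mean at a set confidence after two filtering rounds, in either direction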;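 also: slope of fluorescence scaled to starting intensity during 10 to 20 s after thallium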
Rad51 HR inh: blocks human Rad51 in homologous recombination; hRad51 DNA strand exchange, fluorescence dequenching; inhibition, % at 10 µM; actives 0.085% (n = 200,000);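 active = inhibition above 40% at the single screening dose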;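 also: 0% = DMSO control wells and 100% = blanks with heterologous ssDNA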
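System: hRad51 filaments on single-stranded DNA; reagent: Fluorescein- and BHQ1-tagged 47-mer duplex; compound dosing: one concentration, 10 µM final; timing: filaments 15 min 37 °C, then compound 30 min; measured by: fluorescein emission 520 nm, excitation 485 nm; benchmarks: per-plate controls and blanks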
FXIIa inh: factor XIIa (human) inhibition; purified FXIIa, Boc-QGR-AMC fluorogenic substrate, 2 h; inhibition, % at 5 µM; actives 0.3% (n = 220,000); AID 800; in the data active = inhibition above about 40%;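 also: 0% = enzyme with no compound and 100% = blank without enzyme; many of its hits are not listed in these tables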
Thrombin inh: inhibitors of human thrombin | P00734 | alpha-thrombin, Boc-VPR-AMC fluorogenic substrate cleavage | inhibition, % at 5 µM | actives 0.26% (n = 220,000) | AID 1046;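 active = inhibition at or above 40%; inactive = inhibition below 40%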;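 also: 0% = enzyme with no compound and 100% = wells without enzyme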
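System: Human alpha-thrombin protein | Medium: pH 7.5 Tris (50 mM) with NaCl 150 mM, Tween 20 0.05% | Times: Enzyme reaction carried out at room temperature | Detection: AMC fluorescence, 355/460 nm | Evaluation: Percent inhibition scaled between no-compound controls and no-enzyme blanks | Benchmarks: Enzyme without compound as high, wells lacking enzyme as low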
Furin inh: inhibitors of human furin | AID 463115 | inhibition, % at 30 µM | P09958 | actives 0.061% (n = 220,000) | purified furin, fluorogenic substrate cleavage; in the data active = inhibition above about 25%; also: inactives centre near -15
Active calls of the source: *; . = no result given; [ ] = remark or other dose.

SMILES	PERK inh	FXIa inh 1536	Calpain2 inh	KLK5 inh	KCC2 mod	Rad51 HR inh	FXIIa inh	Thrombin inh	Furin inh
NNC(=O)C1CC1c1ccc(Cl)cc1 (stereo not drawn)	0.0	-2.9	-98.8	-10.6	0.898	-1.5	6.4	-6.6	-21.2
CCOC(=O)CSc1nnc(CNc2cccc(Cl)c2)n1C	-0.2	-3.0	-10.5	-15.4	-1.69	-4.9	2.9	-4.7	-14.0[20 µM]
Cc1csc(NC(=O)C(CC(C)C)NS(=O)(=O)c2ccc3c(c2)oc(=O)n3C)n1 (stereo not drawn)	1.1	6.7	26.9	54.6*	0.661	0.5	106.9*	8.1	-30.3
COc1ccc(C2SCC(=O)N2c2c(C)n(C)n(-c3ccccc3)c2=O)cc1OC (stereo not drawn)	2.0	-2.9	8.7	-13.7	.	2.7	-3.6	-1.8	-25.5[20 µM]
COc1ccc(C2/C=C\CN(CC(C)C)CC(=O)N2Cc2ccc(F)cc2)cc1 (stereo not drawn)	.	0.3	3.6	-2.4	-1.57	0.7	3.1	-0.6	-30.3
NS(=O)(=O)c1ccc(NC(=S)N2CCN(c3ccccc3)CC2)cc1	1.4	4.6	11.5	-13.9	0.836	10.3	15.4	-3.3	0.1
C=CCNC(=O)c1c(Cl)nc(C)c([N+](=O)[O-])c1C	-0.6	20.7	26.7	21.5	1.01	.	11.0	15.8	-15.7
Cc1cccc(NC(=S)NCCC(C)C)c1	0.0	-3.0	-0.3	-6.6	0.0263	3.2	-3.6	-7.8	4.9
Cc1cc(C)n(-c2cccc(C(=O)O)c2)n1	1.1	-4.2	4.7	-3.8	-1.04	5.6	2.3	-10.6	-29.9
C=CC1=C(C(=O)O)N2C(=O)C(NC(=O)Cc3ccccc3)C2SC1 (stereo not drawn)	0.6	-1.1	2.9	-85.8	.	4.4	10.8	-3.6	-19.8[20 µM]

Overlap with the part before: 3 entries; new compounds follow.
SMILES	PERK inh	FXIa inh 1536	Calpain2 inh	KLK5 inh	KCC2 mod	Rad51 HR inh	FXIIa inh	Thrombin inh	Furin inh
Cc1cccc(NC(=S)NCCC(C)C)c1	0.0	-3.0	-0.3	-6.6	0.0263	3.2	-3.6	-7.8	4.9
Cc1cc(C)n(-c2cccc(C(=O)O)c2)n1	1.1	-4.2	4.7	-3.8	-1.04	5.6	2.3	-10.6	-29.9
C=CC1=C(C(=O)O)N2C(=O)C(NC(=O)Cc3ccccc3)C2SC1 (stereo not drawn)	0.6	-1.1	2.9	-85.8	.	4.4	10.8	-3.6	-19.8[20 µM]
Cc1cc(=O)oc2ccc(OCC(=O)N3CCC(C)CC3)cc12	-0.5	-3.0	-170.4	-5.7	-1.04	-9.9	15.6	0.9	-22.2[20 µM]
NC(=O)Cc1ccc2sc(-c3ccccc3)nc2c1	0.0	4.8	11.4	29.8	-0.474	-4.4	8.6	0.0	-4.6
Nc1nc(-c2ccc(Br)cc2)cs1	0.3	1.2	-18.8	-19.1	-1.75	-5.7	18.3	3.0	-21.9
COc1cccc(/C=N/NC(=O)c2cnccn2)c1OC	0.7	-0.6	7.2	-9.1	0.935	-4.3	5.2	-10.7	-19.0
CCCn1c(CCC(=O)O)nc2cc(S(N)(=O)=O)ccc21	1.7	2.4	2.3	1.6	1.68	-10.3	8.6	2.8	-17.8
COc1ccc(C(C)C)cc1S(=O)(=O)NCc1ccccn1	-0.7	3.6	-3.4	7.9	-0.319	4.3	15.9	2.1	-15.9[20 µM]
CCCCCCOc1ccc(C(=O)O)cc1	0.7	-2.5	-26.2	-1.6	0.498	.	5.5	-11.3	-8.2
COC(=O)NCC(c1cccnc1)N1CCN(c2ccccc2F)CC1 (stereo not drawn)	1.5	9.8	5.8	2.2	-0.0449	-2.3	16.4	-0.8	-29.5
CCOCCCn1c(C)nc2c(c1=O)c1nc3ccccc3nc1n2-c1ccc2c(c1)OCCO2	-0.6	-8.2	-95.4	1.0	0.97	15.9	7.3	-1.9	-5.8
COc1ccc(C(=O)N(NC(=O)Oc2ccccc2)C(C)(C)C)cc1	0.3	7.2	10.4	6.0	-0.625	2.5	13.7	0.5	-26.0
COc1ccc(C2=NN(S(C)(=O)=O)C(c3ccc4nccnc4c3)C2)cc1 (stereo not drawn)	-0.3	3.1	-3.5	-15.8	0.421	-7.7	6.8	-6.2	-12.6
Clc1ccc(-c2nnc(-c3cccc4ccccc34)o2)cc1Cl	-0.4	1.0	-62.3	2.0	0.76	.	5.1	5.3	-31.7
COCCNC(=O)C(C(=O)c1ccc(F)cc1)n1cc(C)ccc1=O (stereo not drawn)	0.1	-2.8	-10.7	-6.4	0.865	-47.7	3.4	5.3	-16.0
CSc1cccc(NC(=O)c2cnn3ccccc23)c1	1.2	0.3	-19.6	5.1	-2.17	6.3	8.8	1.8	-13.6
COc1ccccc1N1CCN(C(=S)Nc2cccc(C)c2)CC1	2.0	0.0	-18.6	0.5	-0.296	6.3	7.5	-3.2	-14.9
CCCCC1=CC2=CC(=O)C(C)(OC(=O)CC)C(=O)C2=CN1C(CO)CO (stereo not drawn)	.	-0.8	-10.0	-0.7	0.576	-3.0	6.3	-1.8	-14.1
Cc1cc(C)c(NC(=O)C2CCCN2CCC(C)C)c(C)c1 (stereo not drawn)	-0.1	1.7	-10.1	-4.8	-1.17	-3.9	5.7	1.3	-15.0[20 µM]
Cc1ccccc1CCN(C(=O)CN1C(=O)c2ccccc2S1(=O)=O)C(C(=O)NCC1CCCO1)c1ccncc1 (stereo not drawn)	0.6	-2.1	-2.2	-22.4	1.23	5.3	4.1	-7.5	-10.6
COc1ccc(C2=Nn3c(nnc3-c3ccco3)SC2)cc1OC	-0.9	2.6	-7.6	0.1	-1.2	5.1	9.6	4.6	-2.3[20 µM]
COC(=O)C1=C(COc2ccc(F)cc2)NC(=O)NC1c1ccc(C)cc1C (stereo not drawn)	-1.2	-4.2	-28.5	-4.7	.	-3.0	2.3	-0.7	-2.6[20 µM]
O=C1NCC(NC(=O)C(F)(F)F)c2cc3c(cc21)OCO3 (stereo not drawn)	1.7	4.9	-25.2	-0.2	0.502	-0.6	3.2	5.3	-24.9
O=C1OCCC1Sc1nc2ccccc2n1-c1ccccc1 (stereo not drawn)	0.8	3.2	-19.5	-21.1	-0.593	6.3	19.4	4.2	-27.6
COC(=O)C(NC(=O)c1ccc(OC)cc1)(Nc1ncc(S(=O)(=O)c2ccc([N+](=O)[O-])cc2)s1)C(F)(F)F (stereo not drawn)	-1.2	2.2	-32.0	-6.0	1.16	-4.7	14.2	4.3	-7.7[20 µM]
CCN(CC)CCN1C(=O)C(O)=C(C(=O)c2cc3cccc(OC)c3o2)C1c1cccs1 (stereo not drawn)	0.3	4.1	10.8	0.3	0.0636	12.3	8.3	-2.4	-8.3
CO/N=C(/CS(=O)Cc1ccc(Cl)cc1)c1ccc(Cl)cc1 (stereo not drawn)	-0.3	0.4	1.4	-7.5	0.0805	-5.3	12.3	-2.0	-15.4[20 µM]
O=C(/C=C/c1ccc2c(c1)OCO2)c1ccc[nH]1	-0.1	-7.5	7.4	-15.2	-0.396	14.4	-3.7	-7.4	3.7
CC1(C)CC(n2c(=S)[nH]c3ccccc3c2=O)CCO1 (stereo not drawn)	0.6	-3.1	-5.5	-6.0	14.2*	.	12.6	0.8	-15.1
CCc1ccc2nc(SCC(=O)Nc3nnc(C)s3)c(C)cc2c1	0.1	-2.3	15.9	-6.9	0.726	1.1	-6.9	-16.9	-14.4
COc1cccc(NC(=O)[C@H](C)NC(=O)C2CCN(S(=O)(=O)c3ccc(C)cc3)CC2)c1	-0.5	1.6	-12.9	1.0	-0.179	-5.0	7.5	2.3	-18.9
Cc1cccc(OCC(=O)Nc2ccc3c(c2)nc(CN2CCCCC2)n3C)c1	-2.4	-0.2	-7.6	0.1	-0.27	-1.8	7.0	-0.6	-28.7
CC1=C(C(=O)NC(C)C)C2(CCC(C)CC2)OC1=O (stereo not drawn)	0.2	-4.4	8.5	-4.1	0.201	-5.4	7.8	0.5	-12.0
COC(=O)c1ccc(CN(c2ccc(C)cc2)S(=O)(=O)c2ccc3c(c2)OCCO3)o1	-1.3	-4.4	-7.4	-18.8	-1.27	4.2	12.7	-2.5	-5.8
O=C(O)CCCNC(=O)/C(=C\C=C\c1ccccc1)NC(=O)c1ccccc1Cl	0.2	-2.4	17.1	-3.2	-1.13	-0.3	7.7	-6.6	-9.1
CCOC(=O)N1CCN(Cc2nc(-c3ccc(C)cc3)no2)CC1	0.1	4.0	0.8	2.7	-0.66	-1.6	6.1	-2.7	-6.1[20 µM]
OCC#CCSc1nnc(-c2ccccc2Br)o1	1.2	-4.5	-5.8	-1.9	.	-0.2	4.4	-5.7	-28.3[20 µM]
COc1ccc(C(=O)NCCN2CCCC2)cc1OC	-0.5	-6.7	-6.7	2.2	-0.0198	-2.9	6.0	-4.3	-24.1[20 µM]
COc1ccc(CNC(=O)c2coc(=O)c3ccccc23)cc1	0.9	-3.7	14.7	-2.0	.	4.6	2.9	-3.1	-22.4
O=C(NC1CC1)c1cc(F)c(F)cc1Cl	0.4	8.7	-23.7	-9.6	.	1.4	14.3	-1.4	-23.2[20 µM]
Cn1cccc1CNC(=O)Nc1ccc(Cl)cc1	0.4	-16.6	.	3.6	-1.57	7.5	-1.0	-3.5	-15.5
CCOc1cc2[nH]c(=O)n(CCCCC(=O)N3CCCCCC3)c(=O)c2cc1OCC	0.3	-2.3	-24.3	-2.8	0.0248	3.9	10.4	0.3	-20.0[20 µM]
COC(CNC(=O)c1cc(C)nn1-c1ccccc1)OC	0.2	2.1	-10.9	2.5	.	1.0	15.6	5.2	-10.3[20 µM]
O=C(CSc1nnc(Cc2ccc3c(c2)OCO3)n1C1CCCCC1)NC1CCCC1	0.0	4.7	21.3	-7.7	0.159	6.1	9.8	2.4	-13.8[20 µM]
Cc1ccccc1NC(=O)c1cccc(S(C)(=O)=O)c1	0.6	-3.8	0.4	2.1	0.713	7.1	7.8	-17.0	-20.8
COc1cccc(CN2CCNC(=O)C2CC(=O)N(C)CCc2ccccn2)c1 (stereo not drawn)	0.5	-1.0	-23.3	.	-1.12	4.8	12.4	-1.8	-18.4
CCOCCCNC(=O)CNC(=S)N(Cc1ccc(C)cc1)Cc1ccco1	-0.2	-1.2	-14.1	-3.6	0.24	-3.6	3.1	-7.6	-21.7
O=C(O)CCCCCN1C(=O)C(O)=C(C(=O)/C=C/c2ccccc2)C1c1ccccc1[N+](=O)[O-] (stereo not drawn)	-1.0	-3.0	-20.7	-0.4	0.65	-9.5	7.2	-3.8	-16.0
CC(=O)c1c(C)nc(Nc2nc(C)c3cc(C)ccc3n2)nc1C	0.7	3.4	-61.6	2.9	1.15	-10.2	5.5	7.1	-13.1
Cc1ccc2c(Cl)cc(Cl)c(OCC(=O)Nc3ccc(C)c(S(=O)(=O)N(C)C)c3)c2n1	0.8	-1.3	-2.4	-8.6	4.59*	-10.5	6.1	1.2	2.1

Some of these compounds in order of SMILES length, ascending:
SMILES	PERK inh	FXIa inh 1536	Calpain2 inh	KLK5 inh	KCC2 mod	Rad51 HR inh	FXIIa inh	Thrombin inh	Furin inh
COC(CNC(=O)c1cc(C)nn1-c1ccccc1)OC	0.2	2.1	-10.9	2.5	.	1.0	15.6	5.2	-10.3[20 µM]
CC(=O)c1c(C)nc(Nc2nc(C)c3cc(C)ccc3n2)nc1C	0.7	3.4	-61.6	2.9	1.15	-10.2	5.5	7.1	-13.1
O=C(CSc1nnc(Cc2ccc3c(c2)OCO3)n1C1CCCCC1)NC1CCCC1	0.0	4.7	21.3	-7.7	0.159	6.1	9.8	2.4	-13.8[20 µM]

The list is partial (hit frequency here may not be typical).
